# RAD54 branch: RAD54 (human) branch migration inhibition; AID 602329; inhibition, % at 10.4 µM; RAD54 Holliday junction branch migration, FAM/BHQ fluorescence; hit rate 0.14% among 360,000;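 active = mean normalized replicate activity at least 40 and at least half of replicates scoring 40 or more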;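 note: 0% = median of neutral control wells and 100% = median of positive control wells; inhibitors cause a drop in the FAM fluorescence signal; in these data hits start at about 50%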
# FN deposition inh: fibronectin deposition inhibition; inhibition, % at 12.6 µM; AID 743247; AH1F fibroblasts, Alexa488-fibronectin deposition fluorescence, overnight; hit rate 0.086% among 350,000;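 active = mean inhibition across replicates of 30% or more, regardless of how many single replicates reach that level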;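 note: positive control wells lacked labelled fibronectin entirely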
#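 Test system: AH1F fibroblast monolayer depositing Alexa488-labelled fibronectin into matrix. Input: 10000 cells per well. Technique: fluorescence, ex 485 nm, em 525 nm. Buffer or medium: DMEM plus 2% serum, read in PBS. Timing: 1 h cell adhesion before compound, then overnight fibronectin incubation. Compound: single dose, pinned. Read-out basis: inhibition from reduced deposited-fibronectin fluorescence.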
# Xi reactivation: reactivates the inactive X chromosome in mouse fibroblasts; hit rate 0.055% among 360,000; AID 743238; activation, % at 7.58 µM; XiGFP mouse fibroblasts, % GFP-positive cells imaging, 3 d; cells co-treated with 5-aza-dC sensitizer; scaled so ellipticine positive control = 100%;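 active = mean normalized replicate activation at least 10% and every replicate at or above 10%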;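 note: 0% = median of on-plate neutral control wells and 100% = ellipticine 6 µM median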
#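 System: SV40-immortalized XiGFP fibroblast cells, line 68-5-11 / Incubation: 3-day compound exposure, then 15 min fixation at room temperature / Compound: single concentration per compound, delivered by pin transfer / Buffer or medium: DMEM plus 5-aza-dC sensitizer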
# RAD52 inh: inhibitors of human RAD52 DNA annealing; P43351; recombinant RAD52 DNA annealing, FRET fluorescence; inhibition, % at 18.7 µM; hit rate 0.46% among 360,000; AID 651710;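 active = every replicate showing at least 50% inhibition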
# Target sequence (P43351 whole entry, looked up): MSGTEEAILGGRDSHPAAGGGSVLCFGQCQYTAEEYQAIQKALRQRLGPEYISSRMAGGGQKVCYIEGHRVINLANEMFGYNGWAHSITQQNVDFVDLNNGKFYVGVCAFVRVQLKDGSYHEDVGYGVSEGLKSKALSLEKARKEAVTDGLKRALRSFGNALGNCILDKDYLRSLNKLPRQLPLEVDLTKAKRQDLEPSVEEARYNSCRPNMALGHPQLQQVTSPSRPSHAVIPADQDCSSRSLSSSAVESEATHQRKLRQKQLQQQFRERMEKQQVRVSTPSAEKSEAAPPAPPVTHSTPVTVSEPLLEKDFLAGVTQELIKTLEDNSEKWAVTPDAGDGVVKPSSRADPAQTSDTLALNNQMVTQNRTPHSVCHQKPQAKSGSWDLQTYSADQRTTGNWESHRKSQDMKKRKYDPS
# esBAF inh: SWI/SNF esBAF complex inhibition. mouse ES cells, Bmi1-luciferase knock-in reporter, 24 h; 100% = twice the neutral-well signal. reporter increase, % at 12.5 µM. hit rate 2% among 350,000. AID 602393; in the data active = activation above about 40%;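 note: 0% = median of the plate's neutral control wells and 100% = double that signal; a rise in the Bmi1 reporter signal indicates esBAF inhibition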
# E-sel inducer: induces E-selectin expression in human endothelial cells. activation, % at 7.58 µM. HUVEC E-selectin immunofluorescence imaging; normalized: neutral wells 0, TNF-alpha wells 100. hit rate 0.37% among 260,000. AID 686992;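 active = mean E-selectin-positive cell signal at least 10% of the positive control, reached in at least 60% of replicates, without over 20% cell loss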;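 note: in these data hits start at about 27%; measured in HUVEC primary endothelial cells; signal is the percent of cells scored E-selectin positive by PE staining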
# Target sequence (P16581 whole entry, looked up): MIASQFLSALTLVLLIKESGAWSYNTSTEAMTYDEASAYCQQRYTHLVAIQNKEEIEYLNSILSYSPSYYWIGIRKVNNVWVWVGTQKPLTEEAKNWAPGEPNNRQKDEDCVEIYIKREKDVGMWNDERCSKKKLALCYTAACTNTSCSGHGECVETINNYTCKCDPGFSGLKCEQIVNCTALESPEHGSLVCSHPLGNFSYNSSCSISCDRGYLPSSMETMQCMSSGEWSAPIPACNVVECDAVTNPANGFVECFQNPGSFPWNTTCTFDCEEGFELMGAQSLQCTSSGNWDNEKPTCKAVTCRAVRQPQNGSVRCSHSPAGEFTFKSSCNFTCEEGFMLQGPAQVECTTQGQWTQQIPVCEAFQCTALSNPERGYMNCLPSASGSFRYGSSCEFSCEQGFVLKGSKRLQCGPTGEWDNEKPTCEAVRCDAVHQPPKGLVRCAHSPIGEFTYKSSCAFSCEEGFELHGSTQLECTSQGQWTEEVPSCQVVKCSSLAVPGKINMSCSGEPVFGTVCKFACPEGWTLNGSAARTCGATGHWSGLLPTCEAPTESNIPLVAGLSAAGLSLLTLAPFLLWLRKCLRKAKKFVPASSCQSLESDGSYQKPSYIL
#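 Assay system: HUVEC primary endothelial cells. Input: 3,000 HUVEC seeded per well. Doses: one compound dose added by pin transfer. Read-out basis: % PE-positive cells. Benchmarks: TNF-alpha high, DMSO low. Detection: immunofluorescence imaging. Buffer or medium: EGM-2, gelatin.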
# EWS-Fli inh: blocks EWS/Fli oncoprotein-driven transcription; hit rate 0.67% among 350,000; inhibition, % at 12.6 µM; A673 NR0B1-luciferase reporter, viability-normalised;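 active = mean inhibition of at least 50% after viability correction, with every replicate also passing that limit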;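 note: firefly luciferase signal divided by Alamar Blue viability fluorescence both relative to DMSO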
# S100A4 MyoIIA: S100A4-myosin IIA interaction inhibition; P26447; S100A4/TAMRA-MyoIIA peptide fluorescence polarization; inhibition, % at 10.7 µM; hit rate 0.14% among 360,000; AID 652163;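 active = mean inhibition of at least 70% across replicates, with every replicate also reaching that level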
#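 Material: S100A4 monomer protein | Medium: HEPES pH 7.2 with CaCl2, KCl, NaCl, DTT, Triton | Reagent: Labelled myosin peptide probe, 5 nM | Doses: One dose per compound | Times: 5 min incubation before reading | Benchmarks: Neutral control DMSO, positive control TFP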
# * hit, by the source's call; nt = not tested or not shown.
SMILES,RAD54 branch,FN deposition inh,Xi reactivation,RAD52 inh,esBAF inh,E-sel inducer,EWS-Fli inh,S100A4 MyoIIA
Cc1ccc(SCC(=O)OC(C)C(=O)NCc2ccccc2)cc1 (configuration not stated),7,-4,0.0,-12,2,1.6,-3,-6
CC1(C(=O)Nc2cccc3cccnc23)CCN1Cc1ccc(-c2ccccc2)o1 (configuration not stated),-4,-4,0.0,-39,-9,-0.2,-5,-7
O=C(Cc1ccccc1)NC1CCN(Cc2ccccc2)CC1,nt,5,0.1,0,nt,nt,0,-3
CC(=O)N1CCN(S(=O)(=O)c2ccc(Cl)cc2F)CC1,-7,-6,0.4,-21,0,-0.1,-5,-1
Cc1ccc(NC(=S)N2CCC(NC(=O)c3ccc(F)cc3)CC2)cc1,0,14,0.1,2,-4,nt,4,1
CN(CC(=O)Nc1ccc(F)c(F)c1F)C(=O)c1ccc2c(c1)OCCO2,nt,8,0.1,-10,nt,nt,2,-1
CC(O)(CS(=O)(=O)c1ccc(Br)cc1)c1ccccc1 (configuration not stated),3,-3,0.0,1,3,0.0,-2,3
C=CCN1CCCC1CNC(=O)c1cc2[nH]nnc2cc1OC (configuration not stated),3,nt,-0.3,3,-2,-0.1,5,-2
O=C(C[C@@H]1C[C@H]2c3cc(NC(=O)Nc4ccccc4)ccc3O[C@H]2[C@H](CO)O1)NCC(F)(F)F,-4,-1,-0.1,-7,-4,0.0,-1,-15
Cc1cccc(NC(NC(=O)Cc2ccccc2)C(Cl)(Cl)Cl)c1 (configuration not stated),nt,-1,0.5,-1,nt,0.4,-11,-2
COc1ccc(NC(=O)C2CCCN(S(=O)(=O)c3ccc4c(c3)CCCN4C(C)=O)C2)cc1 (configuration not stated),4,0,0.4,-4,3,nt,nt,-3
Cc1c(Br)c(C(F)(F)F)nn1CC(=O)N(C)C1CCCCC1,1,3,0.0,1,-1,nt,7,-1
Cc1ccc(S(=O)(=O)N2[C@@H](c3ccc(F)cc3)C(C(=O)O)=CC[C@H]2c2ccc3c(c2)OCO3)cc1,2,8,-0.1,-14,0,-0.1,-8,-1
CC(C)CCNC(=O)c1nn(Cc2ccccc2)c(=O)c2ccccc12,-2,-23,-0.1,-2,-2,nt,-3,-3
Cc1ccc(/C=N/Nc2nc3ccccc3[nH]2)s1,7,2,0.1,nt,nt,-0.2,nt,nt
C[C@@H]1CN([C@@H](C)CO)C(=O)c2cc(NC(=O)CCC(F)(F)F)ccc2O[C@@H](C)CCCCO[C@H]1CN(C)C(=O)CCCN(C)C,-5,nt,-0.6,3,0,2.4,-14,8
COc1ccc(S(=O)(=O)Nc2ccc3c(c2)C(=O)N([C@H](C)CO)C[C@@H](C)[C@H](CN(C)S(=O)(=O)c2ccc(OC)cc2)O3)cc1,4,nt,0.3,-13,-5,1.5,0,-10
C=CCn1c(SCC(=O)NNC(=O)Nc2ccc(C)cc2)nnc1-c1ccccc1,-9,-4,0.0,1,-7,0.0,9,2
O=C(O)c1ccc(NC(=S)NC(=O)c2ccc3ccccc3c2)cc1,2,1,-0.1,-2,41*,-1.0,nt,-1
CCC(=O)Nc1ccc(Cl)c(NC(=O)c2ccc([N+](=O)[O-])cc2)c1,1,7,0.0,-12,4,0.2,6,-3
CS(=O)(=O)c1ccc2nc(NC(=O)CCNC(=O)c3ccccc3Cl)sc2c1,-12,0,0.1,-14,-1,nt,2,15
CCOC(=O)c1sc2nc(NC(=O)COc3ccccc3)sc2c1C,1,-7,-0.1,-11,2,-0.3,0,2
O=C(COc1ccccc1Cl)NNC(=O)c1ccc(-n2cncn2)c([N+](=O)[O-])c1,10,0,0.0,0,-9,0.5,-4,-14
CC(C)C(C(=O)NC1CCCC1)N1CCC(O)(c2ccc(Cl)cc2)CC1 (configuration not stated),nt,1,0.0,-4,nt,5.7,8,1
O=C1C2CCCN2C(c2cccc(Br)c2)N1c1ccc(F)cc1 (configuration not stated),3,-6,0.1,-117,0,0.1,-1,-3
SMILES,RAD54 branch,FN deposition inh,Xi reactivation,RAD52 inh,esBAF inh,E-sel inducer,EWS-Fli inh,S100A4 MyoIIA
COC(=O)/C(C#N)=C/c1c(N2CCN(Cc3ccc4c(c3)OCO4)CC2)nc2c(C)cccn2c1=O,nt,-3,0.2,-9,nt,nt,10,-8
C[C@@H]1CN([C@@H](C)CO)C(=O)c2cc(NC(=O)c3ccncc3)ccc2O[C@@H]1CN(C)Cc1ccc(C(F)(F)F)cc1,-7,nt,0.0,8,-14,-8.3,-10,4
CC1(C(=O)NS(=O)(=O)c2ccc(C#N)cc2)CCN1C(=O)c1cccc2ccccc12 (configuration not stated),-6,3,0.1,-7,-3,-0.1,5,-3
Cn1cnc([N+](=O)[O-])c1C(=O)Nc1cccc([N+](=O)[O-])c1,-11,0,0.5,-6,nt,4.0,-4,4
C[C@H]1CN([C@@H](C)CO)C(=O)c2cc(C#CCN(C)C)cnc2O[C@H]1CN(C)C(=O)CCN1CCCCC1,-9,-2,-0.2,-5,2,0.4,-11,-2
O=C(CCN1CCCCC1)NCC[C@H]1CC[C@@H](NC(=O)C2CCCC2)[C@@H](CO)O1,2,nt,0.0,-7,3,-0.4,-5,-4
COc1cc(CN2C[C@@H](CO)O[C@@H](n3cnc4c(NCCCO)ncnc43)C2)cc(OC)c1OC,-4,13,0.3,-8,-12,-0.2,-4,0
Fc1ccc(/C=N/N2CCN(Cc3ccccc3)CC2)cc1,-1,5,0.0,-5,7,nt,-13,0
CC(=O)Nc1ccc(S(=O)(=O)Nc2ccc(S(=O)(=O)Nc3nc(C)cc(C)n3)cc2)cc1,-14,0,0.0,-18,5,1.4,-3,-7
O=C(c1cc(S(=O)(=O)N2CCOCC2)ccc1Cl)N1CCc2ccccc2C1,3,3,0.2,-6,0,nt,7,-2
CCC(=O)N(C)C[C@H]1Oc2cc(-c3ccc(F)cc3)ccc2S(=O)(=O)N([C@@H](C)CO)C[C@H]1C,3,-10,0.1,7,-15,-0.3,-2,3
COc1ccc(-c2ccc(C(=O)NCc3ccc(N(C)C)cc3)c3occc23)c(C)c1,-7,6,0.4,1,29,1.7,-29,-1
C[C@H](CO)N1C[C@H](C)[C@H](CN(C)C(=O)Nc2ccc(C(F)(F)F)cc2)OCCCC[C@H](C)Oc2ccc(NC(=O)CCC(F)(F)F)cc2C1=O,3,nt,-0.5,-4,-7,0.0,6,-17
COc1ccc(NC(=S)NC(NC(=O)c2ccc(Cl)cc2Cl)C(Cl)(Cl)Cl)c([N+](=O)[O-])c1 (configuration not stated),-3,nt,nt,7,-2,nt,-18,0
C[C@H](CO)N1C[C@H](C)[C@@H](CN(C)S(=O)(=O)c2ccc(Cl)cc2)Oc2ccc(NS(=O)(=O)c3ccc(F)cc3)cc2C1=O,-7,nt,-1.0,-14,-8,0.1,9,-8
O=C1N(Cc2cccnc2)C[C@@H]2C[C@@H](c3ccc4nonc4c3)N3CCC[C@@]123,-1,-1,0.6,-24,5,0.9,6,1
O=C(C1CCCC1)N1[C@H](CO)[C@H]2c3ccccc3N(S(=O)(=O)c3ccc(F)cc3)C[C@H]21,-4,12,0.2,-19,-9,0.1,-4,8
CCOC(=O)C1(CCCc2ccccc2)CCN(C(=O)C2=C(C)OCCO2)CC1,-17,7,0.0,-22,-14,nt,14,-2
Cc1ccccc1NC(=O)c1cc2c(=O)n3cccc(C)c3nc2s1,-5,-3,0.2,-18,2,1.8,-6,-1
OC(CNCCN1CCNCC1)Cc1ccccc1 (configuration not stated),2,nt,0.0,-18,-11,-1.4,7,-2
O=C(COC(=O)CNS(=O)(=O)c1ccc(F)c(F)c1F)Nc1ccc(OC(F)F)cc1,-4,-5,0.1,-17,nt,nt,4,2
O=C(NCCc1ccccc1)C1CCN(S(=O)(=O)N2CCCC2)CC1,0,nt,nt,-11,3,nt,-5,-3
CCOc1ccc(C(C)NC(=O)c2cccc(F)c2)cc1 (configuration not stated),-1,-2,0.1,nt,-7,nt,nt,nt
Cc1csc(NC(=O)CCCC(=O)c2ccccc2)n1,12,6,0.2,-7,3,0.2,-18,-3
C[C@@H]1CN([C@H](C)CO)C(=O)c2cc(C#CCN(C)C)cnc2O[C@H]1CN(C)Cc1ccccc1,-11,-1,0.0,12,0,-0.1,2,2

# A different layout for 3 compounds above.
Compound: Cc1ccccc1NC(=O)c1cc2c(=O)n3cccc(C)c3nc2s1
- RAD54 branch: -5
- FN deposition inh: -3
- Xi reactivation: 0.2
- RAD52 inh: -18
- esBAF inh: 2
- E-sel inducer: 1.8
- EWS-Fli inh: -6
- S100A4 MyoIIA: -1

Compound: OC(CNCCN1CCNCC1)Cc1ccccc1 (configuration not stated)
- RAD54 branch: 2
- FN deposition inh: nt
- Xi reactivation: 0.0
- RAD52 inh: -18
- esBAF inh: -11
- E-sel inducer: -1.4
- EWS-Fli inh: 7
- S100A4 MyoIIA: -2

Compound: O=C(NCCc1ccccc1)C1CCN(S(=O)(=O)N2CCCC2)CC1
- RAD54 branch: 0
- FN deposition inh: nt
- Xi reactivation: nt
- RAD52 inh: -11
- esBAF inh: 3
- E-sel inducer: nt
- EWS-Fli inh: -5
- S100A4 MyoIIA: -3

# More structures follow:
SMILES,RAD54 branch,FN deposition inh,Xi reactivation,RAD52 inh,esBAF inh,E-sel inducer,EWS-Fli inh,S100A4 MyoIIA
COc1ccc(NS(=O)(=O)c2ccc3c(c2)CCC(=O)N3)cc1O,nt,-2,0.2,-16,0,0.3,36,9
c1ccc(-n2cccc2)c(N2CCCCC2)c1,0,-5,0.0,-3,-1,nt,8,-6
CN1C(=O)c2cc(NC(=O)C3CCCC3)ccc2OC[C@H]2O[C@H](CC(=O)NCC(F)(F)F)CC[C@@H]21,3,-4,0.1,1,-3,0.2,-2,17
COc1ccc(-c2ccc([C@H]3[C@@H](CO)N(C(=O)C4CCC4)[C@H]3C#N)cc2)cc1,0,-18,0.0,5,-3,0.1,-13,-5
CCN1CCN(c2oc(COc3ccc(Cl)cc3)nc2C#N)CC1,-4,1,1.3,-9,-2,-0.8,-5,-15
O=C(CSc1nnc(-c2cccnc2)n1Cc1ccco1)Nc1cccc(O)c1,-1,-5,0.0,-8,-6,nt,-12,0
O=c1[nH]c(NC2CCN(S(=O)(=O)c3ccccc3C(F)(F)F)CC2)nc2c1CCCC2,6,-9,0.4,-2,5,0.0,15,-3
COc1ccc(C(=O)Nc2ccccc2N2CCN(C(=O)c3ccccc3)CC2)cc1Br,-4,-1,0.4,-12,-1,-0.2,8,-8
O=C(O)c1ccccc1SCC(=O)N1CCOCC1,nt,1,0.1,-1,nt,nt,1,0
CS(=O)(=O)N1C[C@H](O)COC[C@H]2O[C@@H](CC(=O)NCc3ccccc3)CC[C@@H]21,1,-5,0.2,2,9,0.1,-3,17
O=C(COC(=O)C1CC2CCCC(C1)C2=O)NC(=O)c1ccccc1 (configuration not stated),2,3,0.8,-12,-9,-0.4,1,2
CCOc1cccc(C(=O)NNC(=O)CCC(=O)O)c1,nt,-9,0.1,-1,nt,nt,0,-6
CCC(=O)N1CCc2cc(Br)cc(S(=O)(=O)CCC(=O)N(CC)CC)c21,1,0,-0.1,-13,-5,0.9,-8,3
Cc1cc2nc[nH]c(=O)n2n1,nt,2,0.2,-9,nt,-0.1,-5,5
O=C(O)/C(=C\c1ccc(C(F)(F)F)cc1)c1ccc(S(=O)(=O)N2CCCC2)s1,1,0,0.0,-19,4,0.0,5,1

# Source: PubChem
